ALOX12 inh: Primary qHTS assay for inhibitors of human arachidonate 12S-lipoxygenase (ALOX12): Round 2; 580,000 compounds, 1.1% hits; Potency, µM (top dose mostly 108 µM), without a hit: top-dose activity change, negative = inhibition, most hits filed as inhibitors; purified 12hLO, xylenol orange hydroperoxide absorbance; note: potency is the fitted concentration of half-maximal effect; % is set by controls: 0 for no effect and ±100 for the full control effect
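Purified human 12hLO (150 nM final) in 25 mM Hepes, 0.01% Triton X-100, pH 7.0 was preincubated 15 min at room temperature with compound. Then 40 uM arachidonic acid was added, 30 min. Hydroperoxide was read by Fe-XO absorbance ratio 573/405 nm.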
Apoferritin bind: qHTS Assay for Identification of Novel General Anesthetics; Ferritin light chain (Equus caballus), P02791; 350,000 compounds, 0.074% hits; Potency, µM (doses to about 77.5 µM), for inactives: at the top dose activity change, negative = displacement, most hits filed as inhibitors; apoferritin/1-aminoanthracene competitive binding, fluorescence; note: potency is the fitted concentration of half-maximal effect; % is set by controls: 0 for no effect and ±100 for the full control effect; nearly all actives have a fitted effect of over 20% in size
Target sequence (P02791 2-175 limits assumed): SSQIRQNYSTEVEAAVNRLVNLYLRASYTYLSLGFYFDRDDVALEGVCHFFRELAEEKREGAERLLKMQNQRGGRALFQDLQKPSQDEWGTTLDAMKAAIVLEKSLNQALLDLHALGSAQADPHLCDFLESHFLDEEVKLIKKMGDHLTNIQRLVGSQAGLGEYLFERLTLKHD
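Horse-spleen apoferritin (10 uM) in 50% saturated 1-aminoanthracene in PBS was incubated 10 min at room temperature with compound. Fluorescence (ex 380, em 535 nm) was normalized to free and bound 1-AMA, with concentration-response fitted by a four-parameter Hill equation.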
RGS4 inhibitor: Inhibitors of Regulator of G Protein Signaling (RGS) 4: qHTS | Potency, µM (top dose mostly 114 µM), for inactives: at the top dose activity change, negative = inhibition, actives largely listed as inhibitors | 390,000 compounds, 0.039% hits | Transcreener GDP fluorescence polarization, RGS4-accelerated GTP hydrolysis | AID 504845, 2011 | Regulator of G-protein signaling 4 (Homo sapiens), P49798; note: potency is the fitted concentration of half-maximal effect; % is set by controls: 0 for no effect and ±100 for the full control effect; nearly all actives have a fitted effect of over 75% in size; some results filed as inactive show a strong effect at the top dose
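MLSMR compounds (23 nl, pin-transferred) preincubated 10 min at room temperature with a 500nM (2x) first reagent, then RGS4 at 900nM (2x) plus Transcreener GDP mix added; fluorescence polarization (620/688 nm) read before and after 90 min at 30 °C.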
ERG Ets-DNA blk: qHTS for Small Molecule Inhibitors of the ERG Ets/DNA interaction. Transcriptional regulator ERG (Homo sapiens), P11308. fluorescence polarization, His-ERG Ets domain / labelled DNA. Potency, µM (titrated, usually from 76.9 µM), without a hit: at the highest dose FP activity, negative = inhibition, usual class: inhibitors. 370,000 compounds, 0.028% hits. AID 624246, 2012; active = well fitted inhibition curve with a large enough effect in the polarisation, with a control signal flat; inconclusive = small, poorly fitted or top-dose-only effect, or effect the other way, or a change in a side signal; inactive = no such curve, though single readings can be large or run the other way; the % refers to the polarisation;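 note: polarization taken with two DNA probes labelled with fluorescein and Texas red; potency is the fitted concentration of half-maximal effect; % of control where 0% means no effect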
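His-tagged ERG Ets domain (1 uM in the protein solution; 300mM KCl, 50mM Tris-HCl, 1mM EDTA, 1mM DTT, pH 7.5) received compound, then a probe mix of 5 nM fluorescein-DNA and 100nM Texas-615-DNA. Fluorescence polarization was read for both dyes.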
POLB inh: qHTS Assay for Inhibitors of DNA Polymerase Beta; P06746; Pol beta primer extension/strand displacement, fluorescence kinetic; Potency, µM (top dose mostly 114 µM), for inactives: top-dose activity change, negative = inhibition, most hits filed as inhibitors; 340,000 compounds, 1.3% hits; note: potency is the fitted concentration of half-maximal effect; % is set by controls: 0 for no effect and ±100 for the full control effect
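Pol beta (10 nM) and compounds were preincubated 15 min at room temperature, then 50 nM substrate (final) started primer extension/strand displacement. Reads were taken at 0 and 10 min; concentration-response data were fitted to a four-parameter Hill equation.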
APEX1 inh: qHTS Assay for Inhibitors of the Human Apurinic/apyrimidinic Endonuclease 1 (APE1). 350,000 compounds, 0.35% hits. Potency, µM (titrated, usually from 65.8 µM), inactives show at the highest dose activity change, negative = inhibition, most hits filed as inhibitors. AID 2517, 2012. recombinant APE1, TAMRA/BHQ-2 abasic DNA cleavage fluorescence;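 note: potency is the fitted concentration of half-maximal effect; plate controls were vehicle for no effect and reference inhibitor for full effect; nearly all actives have a fitted effect of over 55% in size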
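Readout is kinetic fluorescence (ex 525, em 598 nm) from cleavage of 50 nM TAMRA/BHQ-2 THF abasic duplex by 0.75 nM APE1, compound added 15 min beforehand at RT.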
LDHA block: qHTS assay for inhibitors of human lactate dehydrogenase | L-lactate dehydrogenase A chain (Homo sapiens), P00338 | purified LDHA, NADH/diaphorase-resazurin fluorescence; stronger effect = lower value | activity change, % (values are at about 110 or 230 µM) | 480,000 compounds, 0.15% hits | AID 1347041, 2019; in the data active = activity change below about -30%; inconclusive = mostly about -25% to -30%;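 note: plate controls were DMSO wells for no effect and wells without enzyme for full effect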
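Human LDH5 (2 nM) was incubated with 0.06 mM NADH and 0.2 mM pyruvate for 5 min at room temperature in Tris pH 7.4. Remaining NADH was coupled through diaphorase/resazurin, and resorufin fluorescence was read at 0 and 20 min.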
Pol kappa inh: qHTS for Inhibitors of Polymerase Kappa; DNA polymerase kappa (Homo sapiens), Q9UBT6; purified Pol kappa, fluorescent DNA synthesis assay, 10 min; Potency, µM (titrated, usually from 107 µM), inactives show at the highest dose activity, negative = inhibition, usual class: inhibitors; 400,000 compounds, 0.53% hits; AID 588579, 2011; note: potency is the fitted concentration of half-maximal effect; % is set by controls: 0 for no effect and ±100 for the full control effect
Target sequence (Q9UBT6 whole entry, looked up): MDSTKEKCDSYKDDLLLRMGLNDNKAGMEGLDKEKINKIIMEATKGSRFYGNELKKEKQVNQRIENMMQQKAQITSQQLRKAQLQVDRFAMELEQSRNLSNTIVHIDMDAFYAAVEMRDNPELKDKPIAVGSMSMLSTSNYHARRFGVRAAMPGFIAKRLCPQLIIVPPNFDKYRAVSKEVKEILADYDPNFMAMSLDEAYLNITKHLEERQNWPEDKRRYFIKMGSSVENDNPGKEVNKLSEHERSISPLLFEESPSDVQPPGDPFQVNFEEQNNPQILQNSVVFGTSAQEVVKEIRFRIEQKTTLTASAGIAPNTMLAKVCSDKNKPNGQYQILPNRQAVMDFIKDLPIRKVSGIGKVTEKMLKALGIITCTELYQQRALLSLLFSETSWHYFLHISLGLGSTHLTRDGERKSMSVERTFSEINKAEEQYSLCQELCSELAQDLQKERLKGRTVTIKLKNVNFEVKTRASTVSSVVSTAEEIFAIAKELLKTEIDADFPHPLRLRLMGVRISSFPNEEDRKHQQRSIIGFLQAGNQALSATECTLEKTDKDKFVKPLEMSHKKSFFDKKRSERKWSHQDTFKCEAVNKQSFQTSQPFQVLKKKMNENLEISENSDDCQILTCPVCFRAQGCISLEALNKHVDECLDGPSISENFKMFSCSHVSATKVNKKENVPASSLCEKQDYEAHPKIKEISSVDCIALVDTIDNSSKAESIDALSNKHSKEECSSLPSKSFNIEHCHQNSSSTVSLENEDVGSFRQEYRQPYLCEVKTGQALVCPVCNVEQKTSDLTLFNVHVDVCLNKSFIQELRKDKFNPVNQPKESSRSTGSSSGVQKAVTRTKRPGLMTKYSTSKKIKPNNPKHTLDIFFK
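50 nM final substrate added after 15 min RT preincubation of 10 nM Pol kappa with compound; fluorescence read at 0 and 10 min.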
Pol eta inh: qHTS for Inhibitors of Polymerase Eta. DNA polymerase eta (Homo sapiens), Q9Y253. recombinant Pol eta, fluorescent DNA replication assay. Potency, µM (top dose mostly 114 µM), for inactives: top-dose activity change, negative = inhibition, usual class: inhibitors. 390,000 compounds, 1.2% hits. AID 588591, 2011; note: potency is the fitted concentration of half-maximal effect; % is set by controls: 0 for no effect and ±100 for the full control effect
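Pol eta at 10 nM preincubated with compounds 15 min at room temperature; reaction started with fluorescent substrate (50 nM final) and read kinetically at 0 and 10 min.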
An asterisk follows results filed as active; i = inactive; ? = inconclusive; / = no result given; & = joins results of further samples; [ ] = remark or other dose. Unless noted, calls come from the whole dose curve; as a rule, active = well fitted curve in the direction sought with a large enough effect; inconclusive = small, poorly fitted or top-dose-only effect, or another doubt; inactive = no such curve, though single readings can be large; an effect the other way counts as inactive or inconclusive. The list is partial; the hit share may differ from the screen's.

SMILES	ALOX12 inh	Apoferritin bind	RGS4 inhibitor	ERG Ets-DNA blk	POLB inh	APEX1 inh	LDHA block	Pol kappa inh	Pol eta inh
S=C1NC2(CCCCCC2)N=C1c1ccccc1	-14%	-14%	8%	0%	35%	0%	-5	6%	-20%
O=C(Nc1nccs1)c1ccc([N+](=O)[O-])cc1	17%	5%	-1%	19%	2%	23%	-7	1%	-17%
Cn1c(N2CCN(C(c3ccccc3)c3ccccc3)CC2)nc2ccccc21	-49%	-3%	18%	-10%	0%	-12%	-3	-14%	-6%
CCCCNC(=O)O[C@@H]1C[C@H]2CCCC(=O)N3CC[C@@H](C1)[C@@H]23	3%	0%	-1%	-1%	2%	20%	-4	4%&11%	-16%
CCC(=O)N1CCN(c2nc(-c3ccccc3)c3c(c2C#N)CCCC3)CC1	4%[57.4 µM]	-11%	6%	-4%	0%	-3%	-5	-12%	-11%
COc1ccc2[nH]c3c(c2c1)CCN1C(=O)C(CC(=O)NC(C)(C)C)C[C@H](C(=O)N2CCOCC2)[C@@]31CCC1CCCC1 (stereo not given in full)	-6%	/	19%	2%	/	-6%	-3	-12%	-6%
CC(=O)CC1=NC(C)(C)Cc2ccccc21	-10%	-20%	-6%	-8%	-1%	-4%	-3	5%	-10%
COc1ccc(N(C(=O)c2ccco2)S(=O)(=O)c2ccccc2)cc1	26%	-23%	-6%	10%	0%	1%	-5	2%	-22%
CCOC(=O)Cc1nnc(NC(=O)C23CC4CC(CC(C4)C2)C3)s1	408%[activator]	-21%	13%	-1%	-6%	-5%	-10	-8%	-10%
O=C(COc1ccc(Cl)cc1)Nc1cccc(-c2ccc3nncn3n2)c1	-6%	-20%	-1%	-2%	?	-2%	-9	-4%	-6%
CC(=O)Cc1nsc(NC(=O)c2ccc(-c3ccc(F)cc3)o2)n1	-4%	-5%	-33%	-5%	1%	-2%	1	6%	-9%
C/C(=N\Nc1nc(C(=O)O)cs1)c1ccccc1	-19%	-7%	-40%	10%	?	2%	-4	-10%	11%
COc1ccc(N2CCN(c3nc(-c4cccs4)nc4ccccc34)CC2)cc1	-9%	0%	-6%	1%	21%	22%	1	-4%	-4%
CN(C)c1ccc(NC(=O)C2C3C=CC(C3)C2C(=O)O)cc1 (stereo not given)	-14%	-21%	-155%	-8%	16%	-23%	12	-7%[60.1 µM]	-8%
C[C@H](CO)N1C[C@H](C)[C@@H](CN(C)S(=O)(=O)c2cn(C)cn2)Oc2ccc(NC(=O)NC3CCCCC3)cc2C1=O	-20%	/	-18%	11%	/	-4%	5	5%	-11%
COc1ccc(-c2cc(C(F)(F)F)nc(-n3nc(C(F)(F)F)cc3C)n2)cc1	10%	-13%	-6%	0%	-14%	/	-1	-13%	-29%
CCOC(=O)c1c(C)[nH]c(C(=O)CC(=O)OC)c1C	5%	-1%	0%	0%	0%	0%	-9	-18%	-2%
O=C(c1cccc(S(=O)(=O)N2CCN(c3ccc(F)cc3)CC2)c1)N1CCN(c2ccccc2O)CC1	-10%	/	-6%	1%	/	/	1	6%	-21%
Cn1c(NCc2c(O)ccc3ccccc23)nc2ccccc21	-25%	-1%	?	-6%	-3%	?	25	-15%	-2%
Cc1oc(-c2ccc(Cl)cc2)nc1CS(=O)CC(=O)NC(C)c1ccccc1 (stereo not given)	?	-21%	7%	-8%	8%	11%	-4	-2%	-20%
CC(CCc1ccccc1)NC(=O)COC(=O)c1cccc(N(C)C)c1 (stereo not given)	36%[activator]	-8%	-8%	-4%	37%	-24%	-1	-14%	-14%
CCNC(=O)/C(=C\c1ccc2c(c1)OCO2)NC(=O)c1ccc(Br)cc1	17%	-9%	13%	-1%	8%	5%	2	-2%	-9%
COc1cc(NS(=O)(=O)c2ccc(C)c(C)c2)c(OC)cc1Cl	0%	1%	27%	-5%	6%	6%	-2	-13%	-19%
CCOc1ccc(S(=O)(=O)Nc2ccc(OC)c(Cl)c2)c2cccnc12	?	?	14%	4%	-23%	/	1	-30%	3%
C/C(CC1(O)C(=O)Nc2ccccc21)=N\O (stereo not given)	7%	2%	11%	2%	0%	2%	-5	-5%	-11%

Whole records, quoted from the list. Order of screens: ALOX12 inh	Apoferritin bind	RGS4 inhibitor	ERG Ets-DNA blk	POLB inh	APEX1 inh	LDHA block	Pol kappa inh	Pol eta inh
CC(=O)Cc1nsc(NC(=O)c2ccc(-c3ccc(F)cc3)o2)n1 in the list: -4%	-5%	-33%	-5%	1%	-2%	1	6%	-9%
C/C(=N\Nc1nc(C(=O)O)cs1)c1ccccc1 in the list: -19%	-7%	-40%	10%	?	2%	-4	-10%	11%

Next compounds follow:
SMILES	ALOX12 inh	Apoferritin bind	RGS4 inhibitor	ERG Ets-DNA blk	POLB inh	APEX1 inh	LDHA block	Pol kappa inh	Pol eta inh
COC(=O)Nc1ccc(S(=O)(=O)N2CCCC(C(=O)O)C2)cc1 (stereo not given)	22%	0%	32%	-2%	3%	3%	-2	4%	-4%
CCc1ccc(C2c3[nH]c4ccccc4c3CCN2C(=O)CN2CCN(CC)CC2)cc1 (stereo not given)	?	-21%	-43%	-18%	6%	5%	4	0%	-17%
CC1(C)Cc2c(C#N)c(N3CCN(C(=O)c4ccccc4)CC3)nc(Cc3ccccc3)c2CO1	0%	-11%	26%	2%	74%	0%	-10	-7%	-14%
O/N=C/c1cn(-c2ccccc2)nc1-c1ccccc1	?	-3%	-29%	-2%	1%	-9%	-1	-7%	-11%
O=C(C=Cc1ccccc1)c1ccc([N+](=O)[O-])cc1	-17%	/	-35%	6%	/	/	3	4%	-10%
CCN(CC)CC(=O)Nc1ccc(-c2nc3cc(NC(=O)CN(CC)CC)ccc3o2)cc1	0%	-16%	-9%	0%	6%	-2%	-3	1%	-7%
Cc1ccc2c(c1)[C@H]1[C@H](CO2)[C@H](c2ccccc2)[C@]2(C)C(=O)N(Cc3ccc(F)cc3)CC(=O)N12	-2%	/	3%	-8%	/	-23%	1	-14%	-14%
CN(C)CCCNC(=O)C[C@H]1C[C@H](C(=O)N2CCOCC2)[C@@]2(C)c3[nH]c4cc(-c5ccco5)ccc4c3CCN2C1=O	?	/	-18%	15%	/	41%	-21	13%	-10%
O=C(CN1CCN(C(=O)c2ccco2)CC1)Nc1cc(Cl)ccc1Cl	0%	-9%	-7%	-8%	7%	2%	-5	-7%	-11%
COc1ccc(N2CC(C(=O)N[C@@H](C)C(=O)NC3CCCC3)CC2=O)cc1 (stereo not given in full)	0%	-5%	16%	1%	30%	-4%	-5	0%	2%
Cc1cccnc1NC(=O)CCNC(=O)c1ccc(Br)cc1	i	0%	0%	1%	2%	4%	-6	-14%	-6%
Cc1ccc(C(=O)NCCc2nnc(SCC(=O)Nc3cccc(C(=O)O)c3)n2C)cc1	/	-3%	29%	3%	24%	2%	1	-9%	1%
CCc1cccc(C)c1NC(=O)c1ccc2c(c1)CCN2S(=O)(=O)c1ccc(Cl)cc1	-25%	2%	22%	3%	11%	/	0	-26%	-16%
Cc1ccc(S(=O)(=O)N(C)Cc2nc(-c3ccc(Br)cc3)no2)cc1	417%[activator]	-8%	-5%	1%	8%	-4%	-8	-3%	-7%
CCOC(=O)c1nc(Nc2cc(Cl)ccc2OC)c2ccccc2n1	0%	-10%	17%	1%	-4%	32%	-3	-3%	-20%
CC(=O)N(C1=C(N2CCOCC2)C(=O)c2ccccc2C1=O)c1ccc(C(=O)O)cc1	-18%	-6%	-15%	7%	-29%	-1%	13	5%	-5%
O=C(NCCc1ccccc1)C(=O)NCC(c1ccco1)S(=O)(=O)c1cccs1 (stereo not given)	3%	-3%	-10%	2%	?	/	-19	-3%[60.1 µM]	-14%
COc1ccc(-c2cn3cccnc3n2)cc1	-1%	594%[activator]	-4%	4%	38%[activator]	-3%	-4	-1%	-16%
CCOC(=O)c1ccccc1NC(=O)c1cc2c(s1)-c1c(C)cccc1OC2	-25%	36%[activator]	11%	5%	7%	/	-6	-7%	-1%
O=[N+]([O-])c1[nH]cnc1/C=C/c1ccccc1	-13%	-7%	-8%	15%	-28%	6%	-7	-5%	-4%
CCNc1nc(NCc2ccccc2)nc(Oc2ccc(=O)[nH]n2)n1	0%	-2%	-21%	2%	0%	9%	1	-11%	-14%
CC(=O)c1csc(-c2cccc(-c3nc4ccc(Cl)cn4c3NC3CCCCC3)c2)c1	?	/	-25%	1%	/	48%	-4	-12%	-6%
Cc1nnc(SCc2ccc(CSc3nnc(C)c(=O)[nH]3)cc2)[nH]c1=O	-1%	3%	-31%	-10%	?	15%	-4	-11%	79µM*
Cc1ccc(C)c(NC(c2ccccc2)c2nnc(-c3ccccc3F)o2)c1 (stereo not given)	-8%	-11%	-19%	?	-28%	/	6	-41%	-26%

Compound activity deposited in PubChem BioAssay by National Center for Advancing Translational Sciences (NCATS).
